# FBW7 activator – human FBW7 E3 ligase activation, primary screen | Q969H0 | AlphaScreen FBW7–phospho-cyclin E peptide binding, activator screen | normalized activity (activation), % at 26.1 µM | 650,000 tested, 0.13% active | AID 1259310; in the data active = normalized activity above about 1.9%;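 note: purified mutant Fbw7 with reduced substrate affinity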
# MITF primary – blocks human microphthalmia-associated transcription factor; O75030; AlphaScreen MITF homodimerization, bead proximity signal; inhibition, % at 2.6 µM; 650,000 tested, 0.91% active; in the data active = inhibition above about 50%;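 note: 0% = vehicle wells with protein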
# Target sequence (O75030 whole entry, looked up): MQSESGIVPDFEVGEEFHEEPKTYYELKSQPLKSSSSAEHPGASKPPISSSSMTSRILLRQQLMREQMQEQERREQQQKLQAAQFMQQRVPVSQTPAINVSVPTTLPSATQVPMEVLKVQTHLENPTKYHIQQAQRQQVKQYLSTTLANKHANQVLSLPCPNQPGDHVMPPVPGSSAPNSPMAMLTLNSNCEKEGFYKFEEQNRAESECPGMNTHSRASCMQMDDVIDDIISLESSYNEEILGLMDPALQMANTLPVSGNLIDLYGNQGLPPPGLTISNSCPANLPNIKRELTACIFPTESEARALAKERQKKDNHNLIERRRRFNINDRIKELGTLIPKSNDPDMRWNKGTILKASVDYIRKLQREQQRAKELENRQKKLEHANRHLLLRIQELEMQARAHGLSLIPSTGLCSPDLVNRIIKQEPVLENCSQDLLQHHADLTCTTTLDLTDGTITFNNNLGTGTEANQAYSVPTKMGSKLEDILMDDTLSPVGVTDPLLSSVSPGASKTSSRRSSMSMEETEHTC
# TEAD-YAP block – TEAD-YAP interaction inhibition. HEK-TIYL cells, TEAD-Gal4/YAP UAS-luciferase luminescence. inhibition, % at 9.12 µM. 640,000 tested, 1.4% active. AID 1259422; in the data active = inhibition above about 32%;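 note: 0% = median of test compound wells and 100% = reference inhibitor wells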
# GPR151 ag – activators of human GPR151. Q8TDV0. AID 1508602. 650,000 tested, 1% active. activation, % at 11.2 µM. PathHunter beta-arrestin GPR151 cells, luminescence; in the data active = activation above about 4.9%;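 note: 0% = median of compound wells and 100% = cells with positive control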
# Target sequence (Q8TDV0 whole entry, looked up): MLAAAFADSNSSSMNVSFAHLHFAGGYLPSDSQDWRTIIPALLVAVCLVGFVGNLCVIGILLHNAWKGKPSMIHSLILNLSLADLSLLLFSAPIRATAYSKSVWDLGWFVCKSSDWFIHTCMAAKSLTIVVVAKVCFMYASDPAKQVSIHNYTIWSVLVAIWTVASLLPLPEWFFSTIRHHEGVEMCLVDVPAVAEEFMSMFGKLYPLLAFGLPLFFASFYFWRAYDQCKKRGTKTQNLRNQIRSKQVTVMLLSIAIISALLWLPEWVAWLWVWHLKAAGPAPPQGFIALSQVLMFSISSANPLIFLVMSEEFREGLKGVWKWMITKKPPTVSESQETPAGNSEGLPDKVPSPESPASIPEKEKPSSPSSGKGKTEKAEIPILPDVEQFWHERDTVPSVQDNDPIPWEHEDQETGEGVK
# Active calls of the source: *.
# Sample of the layout (5 entries):
# Every second line gives: FBW7 activator	MITF primary	TEAD-YAP block	GPR151 ag
> CCOc1ccc(C)cc1S(=O)(=O)NC1CCCCC1
  0.1	6	8	0.6
> O=C1N(Cc2cccnc2)C[C@@H]2C[C@@H](c3cccc(OCc4ccccc4)c3)N3CCC[C@@]123
  0.3	-9	2	-0.6
> Cc1onc(-c2c(Cl)cccc2Cl)c1C(=O)Nc1sc2c(c1C(N)=O)CCC(C)C2 (stereo not given)
  0.0	4	-3	-0.6
> COC(=O)Cc1csc(Nc2ccc(N3CCOCC3)cc2)n1
  -0.2	-14	-26	-0.5
> CC1CN(S(=O)(=O)CC23CCC(CC2=O)C3(C)C)CC(C)O1 (stereo not given)
  -0.1	3	-2	1.9

# This part in full, previewed entries included:
# Every second line gives: FBW7 activator	MITF primary	TEAD-YAP block	GPR151 ag
> CCOc1ccc(C)cc1S(=O)(=O)NC1CCCCC1
  0.1	6	8	0.6
> O=C1N(Cc2cccnc2)C[C@@H]2C[C@@H](c3cccc(OCc4ccccc4)c3)N3CCC[C@@]123
  0.3	-9	2	-0.6
> Cc1onc(-c2c(Cl)cccc2Cl)c1C(=O)Nc1sc2c(c1C(N)=O)CCC(C)C2 (stereo not given)
  0.0	4	-3	-0.6
> COC(=O)Cc1csc(Nc2ccc(N3CCOCC3)cc2)n1
  -0.2	-14	-26	-0.5
> CC1CN(S(=O)(=O)CC23CCC(CC2=O)C3(C)C)CC(C)O1 (stereo not given)
  -0.1	3	-2	1.9
> COc1cc(CN2CCN(C(=O)c3cc(OC)c(OC)c(OC)c3)CC2)cc(OC)c1O
  -0.1	-11	-10	1.0
> CN(CCCC(=O)Nc1ccncc1)S(=O)(=O)c1ccc(Cl)cc1
  0.1	7	26	1.2
> COc1cc(C(C)=O)ccc1OCCCCN1CCN(C)CC1
  0.0	-8	9	-0.5
> CCOC(=O)c1c(NC(=O)CCN2CCC(C)CC2)sc2c1CC(C)(C)OC2
  0.0	14	6	2.4
> CCSCCOC(=O)C1=C(C)NC2=C(C(=O)C(C(=O)OC)C(C)C2)C1c1ccc(OC)cc1OC (stereo not given)
  0.0	3	-3	0.3

# Following part:
# Every second line gives: FBW7 activator	MITF primary	TEAD-YAP block	GPR151 ag
> CC1CCCCN1S(=O)(=O)c1ccc2c(c1)oc(=O)n2CC(=O)NC1CCCC1 (stereo not given)
  0.0	13	7	-2.9
> c1ccc2[nH]c(CNc3nc(Nc4cnccn4)nc4nc[nH]c34)nc2c1
  -0.1	4	10	1.1
> CCc1ccc(NC(=O)CSc2nc3c(c(=O)n2CC)SC(C)C3)cc1 (stereo not given)
  -0.1	15	6	-0.5
> COc1ccc(C(=O)CSc2n[nH]c(C)n2)cc1
  0.1	16	-5	-0.4
> Cc1cc(S(=O)(=O)NCc2ccccc2Cl)ccc1-n1cnnn1
  -0.1	2	-3	-0.1
> CN1CCN(c2cc(-c3ccccc3)nc(-c3cccnc3)n2)CC1
  -0.1	3	16	0.8
> O=C(CSc1nc2c(cnn2-c2ccc(F)cc2)c(=O)[nH]1)N1CCCCC1
  0.0	4	-6	2.1
> COc1ccc(CCNC(=O)c2ccc(NS(=O)(=O)c3ccccc3)cc2)cc1OC
  0.1	7	14	0.4
> O=C(c1ccccc1NS(=O)(=O)c1cccc2cccnc12)N1CCCCC1
  0.5	3	6	1.0
> Cn1cccc1/C=N/n1c(COc2ccccc2)n[nH]c1=S
  0.1	8	-7	-1.7

# The list continues.
# Every second line gives: FBW7 activator	MITF primary	TEAD-YAP block	GPR151 ag
> CCC(C)OC(=O)C1=C(C)NC(=O)NC1c1cc(Br)c(O)c(OC)c1 (stereo not given)
  0.0	23	1	-0.7
> CCOC(=O)C1=C(C)N=c2s/c(=C\c3cc(OC)c(OC)c(OC)c3)c(=O)n2C1c1ccc(Cl)cc1 (stereo not given)
  0.4	0	11	-1.3
> Cc1ccc(-c2nc(N3CCC(C(N)=O)CC3)c3ccccc3n2)cc1
  -0.1	3	7	0.1
> CCOC(=O)CCNC(=O)CCNC(=O)C(c1ccccc1)c1ccccc1
  0.0	8	-2	2.2
> C/C(N)=C(/C#N)C(=O)CSc1nnc(-c2ccc(Cl)cc2)n1CC1CCCO1 (stereo not given)
  -0.1	-2	0	1.7
> O=C1OC(c2cc(F)c(F)cc2Cl)=N/C1=C\c1cccs1
  0.2	10	7	-0.4
> COc1ccc(CC(=O)NC(C)c2nnc(SCC(=O)Nc3ccccc3)n2C)cc1 (stereo not given)
  -0.1	8	14	2.0
> O=[N+]([O-])c1cccc(-c2nc3c4ccccc4nc(SCc4ccc(F)cc4)n3n2)c1
  0.0	-7	-9	-0.6
> Cc1cc(Br)cc(C)c1OCC(=O)N=Nc1c(O)[nH]c(=O)[nH]c1=O
  -0.4	-3	5	0.9
> O=C(NCc1cccnc1)c1cccs1
  0.0	-16	3	1.6

# (next part)
# Every second line gives: FBW7 activator	MITF primary	TEAD-YAP block	GPR151 ag
> COCCNC(=O)c1cccc([N+](=O)[O-])c1C
  0.7	0	3	-1.5
> O=C(c1ccc(N2CCC(NCCc3cn4ccsc4n3)CC2)cc1)N1CCOCC1
  0.2	5	-3	0.2
> O=C(O)CN1C(=O)/C(=C\c2c(F)cccc2Cl)SC1=S
  -0.3	2	0	-0.6
> Cc1ccc(-c2cnn3ccc(NCc4cccnc4)nc23)cc1C
  0.0	0	5	-1.1
> CCc1ccc2oc(-c3ccc(NC(C)=O)cc3)nc2c1
  0.5	6	-70	0.5
> CCSc1nnc2c(n1)OC(c1c(C)nn(-c3ccccc3)c1Cl)Nc1ccccc1-2 (stereo not given)
  -0.1	-10	-25	-0.5
> CN(C(=O)COC(=O)CCc1nc2ccccc2c(=O)[nH]1)C1CCS(=O)(=O)C1 (stereo not given)
  0.1	7	0	2.3
> COc1ccc(C(=O)N(C)CC2COCCO2)cc1OC1CCN(C(C)C)CC1 (stereo not given)
  0.1	7	3	-1.0
> COc1ccc(C(=O)Nc2ccc(N3CCN(C(=O)C(C)C)CC3)cc2)cc1
  -0.1	1	2	0.8
> O=C(COC(=O)c1cccc(F)c1)c1ccc([N+](=O)[O-])cc1
  0.0	14	-1	-1.1

# Additional records follow:
# Every second line gives: FBW7 activator	MITF primary	TEAD-YAP block	GPR151 ag
> O=C(CCCCCn1c(=O)[nH]c2ccccc2c1=O)NCc1ccco1
  0.2	18	7	1.0
> COCCNc1cc(-c2cncc(-c3ccccc3)c2)nc(C)n1
  -0.2	0	-13	-1.2
> Cc1ccc(C(=O)Nc2sc3c(c2C(=O)N2CCN(C)CC2)CCCCC3)cc1
  -0.1	3	-4	-0.1
> CCCn1c(CCC(=O)NCCc2ccc(Cl)cc2)nc2cccnc21
  0.1	9	-4	-1.2
> COc1ccccc1N1CCN(Cc2cc(OC)c(O)c([N+](=O)[O-])c2)CC1
  -0.1	30	2	-0.3
> Cc1ccc(C(=O)Nc2nnc(-c3cccnc3)s2)cc1
  0.4	7	7	-0.9
> CC(C)Oc1ccc(C(=O)Nc2ccc(N3CCN(C(=O)c4ccco4)CC3)cc2)cc1
  0.1	2	-4	-0.5
> COc1ccc(OC)c(C(=O)CSc2nc(C)c(C)c(C)n2)c1
  0.0	-2	-27	-0.3
> Cn1c2ccccc2n2c(=O)c(=O)n(CC(=O)Nc3ccc4c(c3)OCCO4)nc12
  -0.1	9	-11	-0.4
> O=C(COc1ccc(S(=O)(=O)NC2CCCC2)cc1)NCc1ccc2c(c1)OCO2
  0.3	5	1	-0.4

# Remaining list, next part.
# Every second line gives: FBW7 activator	MITF primary	TEAD-YAP block	GPR151 ag
> c1ccc(-c2nc3c4ccccc4nc(NCCCN4CCCCC4)n3n2)cc1
  -0.1	2	-3	-0.2
> O=C(NCc1ccco1)Nc1cccs1
  -0.1	-5	-13	0.4
> Cc1ccc(-c2noc(CNC(=O)Cc3cccc4ccccc34)n2)cc1
  -0.1	11	3	3.6
> COc1ccc(-n2c(SCC(=O)C(C)(C)C)nc3c(sc(=S)n3-c3ccc(Cl)c(C)c3)c2=O)cc1
  -0.2	-5	0	0.7
> Cc1ccccc1/C=C/C(=O)NCC(=O)N1CCC(N(C)C2CCCCC2C)CC1 (stereo not given)
  -0.1	-15	-2	-0.9
> CCC(CC)=NNC(=O)C(=O)Nc1ccc(C)cc1
  -0.1	-23	3	0.3
> COc1cccc(C(=O)O/N=C(\N)c2ccc(Cl)cc2)c1OC
  0.6	2	-25	-1.1
> CCOCCCNC(=O)CSc1ccccc1
  0.1	13	-7	0.6
> CCCCNC(=S)NNP1(=O)C=C(c2ccccc2)OC(c2ccccc2)=C1
  0.2	8	9	-0.4
> CCOC(=O)c1ccccc1NC(=O)CN(c1cc([N+](=O)[O-])ccc1C)S(C)(=O)=O
  -0.1	10	-2	2.1

# More compounds:
canonical_smiles,FBW7 activator,MITF primary,TEAD-YAP block,GPR151 ag
CCCC(=O)Nc1ccc(NC(=O)C2CCCCC2)nc1,-0.1,4,-43,1.5
Cc1ccc2nc(-c3cccc(NC(=O)c4cc(I)ccc4Cl)c3)oc2c1,-0.2,-4,-24,-0.8
N#Cc1ccsc1NC(=O)CSc1nnc(-c2cc(Cl)ccc2Cl)n1N,0.0,12,-16,-0.1
CCOC(=O)c1ccc(NC(=O)CN(Cc2ccccc2)S(=O)(=O)c2ccccc2)cc1,-0.1,-3,-4,-0.8
O=C(CN1C(=O)c2ccccc2C1=O)OCc1ccccc1,-0.1,-1,0,0.0
CCOC(=O)c1c(NC(=O)C(C)Sc2nnc(CNC(=O)COc3ccc(Cl)cc3)n2-c2ccccc2OC)sc2c1CCC2 (stereo not given),-0.1,-6,-17,0.6
NC(=O)c1nc(-c2ccco2)nc2c1[nH]c(=O)n2CC1CCCO1 (stereo not given),-0.1,11,-3,0.5
COc1cc(CNC(=O)C2CCN(c3nc4ccccc4n3C)CC2)cc(OC)c1OC,0.6,1,6,-0.8

# Going on with the list:
canonical_smiles,FBW7 activator,MITF primary,TEAD-YAP block,GPR151 ag
O=C(CSCn1nnc2c(=O)[nH]c(Cc3ccc(F)cc3)nc21)Nc1ccc(F)cc1,0.1,-4,2,0.3
COc1ccc(NS(=O)(=O)c2ccc(N=Cc3c(C)[nH]n(-c4cccc(Cl)c4)c3=O)cc2)cc1,0.1,13,-17,-3.4
COc1ccc(OCC(=O)Nc2c(C(=O)Nc3cccc(OC)c3)oc3ccccc23)cc1,0.0,9,0,1.5
CCCOc1cccc(C2c3c(oc4ccccc4c3=O)C(=O)N2CCCN(CC)CC)c1 (stereo not given),0.6,18,-21,-1.5
O=c1/c(=C/c2cn(Cc3ccc(Cl)c(Cl)c3)nc2-c2ccccc2)sc2nc3ccccc3n12,-0.1,-8,-2,0.5
Cc1cc(C)c(NC(=O)CSc2ncc(CO)n2CC(=O)NC2CCCC2)c(C)c1,-0.1,10,-1,-1.6
Oc1cccc(/C=N/Nc2ccc3ccccc3c2)c1O,0.0,-6,-28,0.3
CC(=O)C1=C(O)C(=O)N(c2ccc(OCC(=O)O)cc2)C1c1ccccc1 (stereo not given),0.0,0,-3,1.5

# Other entries follow.
canonical_smiles,FBW7 activator,MITF primary,TEAD-YAP block,GPR151 ag
O=C(CN1C(=O)C2(OCCO2)c2cc([N+](=O)[O-])ccc21)c1ccccn1,-0.1,-9,1,0.2
O=C(CCN1CCOCC1)c1cc2ccccc2o1,-0.1,1,-2,2.6
CC(C)=C/C(C)=N/Nc1ccc(S(N)(=O)=O)cc1[N+](=O)[O-],-0.3,-3,4,4.9*
Cc1ccc(C(=O)NC2CCCCC2)cc1,0.1,2,29,-1.6
CC(NC(c1ccc(F)cc1)P(=O)(O)O)c1ccccc1 (stereo not given),0.0,3,-4,1.3
COC(=O)c1cc(Cl)c(NC(=O)COc2ccc(C)cc2Br)cc1OC,0.1,1,0,1.8
C[C@@H](c1ccccc1)n1c(=O)[nH]c2nc(-c3ccco3)cnc21,-0.2,11,10,-0.4
COC(=O)c1c(C)oc2ccc(OC(=O)c3cc4ccccc4o3)cc12,0.7,19,9,-1.4

# (further entries)
canonical_smiles,FBW7 activator,MITF primary,TEAD-YAP block,GPR151 ag
O=C(NCc1ccccc1)C(=S)N1CCOCC1,0.1,-10,5,-1.1
CCOc1ccc(-c2nnc3ccc(SCC(=O)c4ccccc4)nn23)cc1,0.9,-3,-1,0.8
COc1ccc(-c2ocnc2C(=O)Nc2nc(-c3ccccn3)cs2)cc1,-0.1,1,-3,-0.9
COc1ccc(CCNCC(O)COc2ccc(Cl)cc2)cc1OC (stereo not given),0.0,-11,9,-1.2
N#Cc1cn(Cc2ccccc2)c2ccccc12,0.2,13,-16,-1.0
CSc1ncc(CN2CCN(Cc3ccc(C)o3)C(CCO)C2)cn1 (stereo not given),-0.1,2,2,-0.3
COc1cccc(C(C)NC(=S)Nc2ccc(C(C)=O)cc2)c1 (stereo not given),0.3,17,2,-2.2
CC(C)n1cc(-c2cnc3ccccc3c2)cn1,1.5,-1,-6,-1.2

# More entries follow:
canonical_smiles,FBW7 activator,MITF primary,TEAD-YAP block,GPR151 ag
CCC(C(=O)Nc1cc(C)ccc1C)n1nnc(C(=O)OC)c1C(=O)OC (stereo not given),0.2,-11,-2,-0.3
S=c1[nH]nc(COc2ccc3c(c2)OCO3)n1-c1ccccc1,0.0,6,-4,1.6
Cc1ccc2nc(C(F)(F)F)c(C(=O)N(C)Cc3ccccc3)n2c1,-0.3,-6,3,-0.3
O=C(C1CCC(CNS(=O)(=O)c2ccc(Cl)cc2)CC1)N1CCCCCC1 (stereo not given),0.0,-6,-2,0.3
COc1c(C)cccc1C(=O)NC(=S)Nc1sc2c(c1C(N)=O)CCC2,-0.2,-11,-6,-0.4
Cc1ccnc(SCc2cc(=O)c(OC(=O)Cc3cccc4ccccc34)co2)n1,0.2,17,15,0.1
CCCc1nc2nc(C)cc(NCc3cccc(OC)c3)n2n1,-0.1,4,2,2.1
Cc1ccc(S(=O)(=O)N(CC(N)=O)c2ccccc2C)cc1,0.1,2,4,1.0
O=C(c1ccc2c(c1)N(Cc1cccc(Cl)c1)C(=O)CS2)N1CCOCC1,-0.1,-4,-5,-0.7
